Source: PubChem BioAssay
NCOA3 inh: human NCOA3 inhibition | HEK293 GAL4-SRC3 luciferase reporter, luminescence | 0.17% of 360,000 active | AID 588352 | inhibition, % at 3.6 µM | Q9Y6Q9;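 active = inhibition above a per-campaign cutoff, the mean of all compounds plus 3 SD, cut at about 60% in these data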;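 note: 0% = DMSO-treated cells and 100% = gossypol-treated cells at 36 µM; higher means less SRC3-driven luciferase light from the GAL4 reporter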
NR5A2 inv ag: suppresses constitutive activity of human LRH-1; O00482; HEK293T StAR-luciferase reporter, LRH-1 transfected, 24 h; inhibition, % at 3.6 µM; 0.13% of 360,000 active;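 active = inhibition above the mean inhibition of all tested compounds plus 3 SD, cut at about 73% in these data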;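 note: 0% = DMSO wells and 100% = reporter-only cells lacking LRH-1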
Target sequence (O00482 whole entry, looked up): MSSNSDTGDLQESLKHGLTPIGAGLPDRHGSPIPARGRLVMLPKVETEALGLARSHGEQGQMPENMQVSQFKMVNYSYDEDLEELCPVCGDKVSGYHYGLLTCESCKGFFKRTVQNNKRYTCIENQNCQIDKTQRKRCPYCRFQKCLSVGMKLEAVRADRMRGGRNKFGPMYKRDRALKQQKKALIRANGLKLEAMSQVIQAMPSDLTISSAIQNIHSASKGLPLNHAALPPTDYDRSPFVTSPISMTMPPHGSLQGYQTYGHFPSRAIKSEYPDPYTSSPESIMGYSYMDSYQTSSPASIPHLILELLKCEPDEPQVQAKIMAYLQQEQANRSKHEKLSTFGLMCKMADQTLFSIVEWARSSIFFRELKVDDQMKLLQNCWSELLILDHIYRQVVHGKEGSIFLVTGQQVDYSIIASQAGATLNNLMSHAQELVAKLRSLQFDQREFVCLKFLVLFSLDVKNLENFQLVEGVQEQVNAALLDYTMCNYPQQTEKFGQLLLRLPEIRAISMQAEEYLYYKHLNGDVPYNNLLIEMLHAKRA
KKLEB tox: counter-screen for CF NF-kB inhibitors: cytotoxicity | activity change (cytotoxicity), % at 5 µM | 0.36% of 360,000 active | AID 602141 | KKLEB CF airway cells viability, ATPlite luminescence, overnight; active compounds read low; cells stimulated with P. aeruginosa culture filtrate;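 active = corrected activity change at or below -50% at 5 µM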
SRC1 inh: human NCOA1 inhibition; HEK293 GAL4-SRC1 luciferase reporter, luminescence; inhibition, % at 3.6 µM; 0.12% of 360,000 active; AID 588354;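 active = inhibition above the campaign mean plus 3 SD, with each screening campaign given its own cutoff, cut at about 60% in these data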;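 note: 0% = DMSO treated cells and 100% = gossypol at 36 µM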
TRAIL sens C8: caspase-8 TRAIL sensitization. NB7+C8 cells + TRAIL, ATPlite viability luminescence. inhibition (viability loss, TRAIL sensitization), % at 10 µM. 1% of 360,000 active. AID 624354;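 active = compounds causing at least 50% loss of cell viability in the single-dose screen, relative to plate controls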
NR2F2 inh: blocks human COUP-TFII nuclear receptor. HEK293T NGFI-A luciferase reporter, luminescence. inhibition, % at 8.6 µM. 0.7% of 370,000 active. AID 686940;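 active = inhibition above a per-plate cutoff, mean inhibition of test wells between control levels plus 3 SD, cut at about 38% in these data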;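 note: cells cotransfected with COUP-TFII expression vector driving the NGFI-A reporter; 0% = median of COUP-TF2 test wells and 100% = reporter-only cells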
Target sequence (P24468 whole entry, looked up): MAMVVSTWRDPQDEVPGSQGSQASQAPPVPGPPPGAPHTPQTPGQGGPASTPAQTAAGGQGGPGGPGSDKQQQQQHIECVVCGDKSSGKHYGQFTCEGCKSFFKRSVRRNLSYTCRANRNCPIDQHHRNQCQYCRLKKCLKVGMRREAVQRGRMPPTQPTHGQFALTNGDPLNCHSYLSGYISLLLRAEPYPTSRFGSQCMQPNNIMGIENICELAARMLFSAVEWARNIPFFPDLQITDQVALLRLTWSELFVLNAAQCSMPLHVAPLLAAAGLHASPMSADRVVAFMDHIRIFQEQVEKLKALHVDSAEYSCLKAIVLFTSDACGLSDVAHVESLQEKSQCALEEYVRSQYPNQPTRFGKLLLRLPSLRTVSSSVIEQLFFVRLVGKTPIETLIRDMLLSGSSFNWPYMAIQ
TWEAK-Fn14 inh: TWEAK-Fn14 signaling inhibition; TWEAK-stimulated Fn14 reporter cells, luciferase luminescence, 8 h; inhibition, % at 10 µM; 2% of 360,000 active; AID 1159606; in the data active = inhibition above about 50%
TROY signal inh: blocks TROY-dependent signaling in reporter cells | 0.98% of 360,000 active | Q293 LMP1-TROYcd NF-kB luciferase reporter, 4 h | inhibition, % at 10 µM | AID 1347056;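 active = compounds whose plate-normalised and pattern-corrected inhibition of the luciferase reporter signal at the single screening dose is 50% or more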
Shn3 inh set2: reduces Shn3 3'UTR luciferase signal in osteoblasts; Clone20 osteoblast Shn3 3'UTR firefly luciferase, 24 h; inhibition, % at 12.5 µM; 0.52% of 360,000 active; AID 588674;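 active = mean inhibition of at least 75% with every replicate also reaching 75%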;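 note: 0% = median of neutral control wells and 100% = pilot-screen positive control compound; some compounds past the cut are filed as inactive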
CF NFkB inh: cystic fibrosis NF-kB activation inhibition. 0.86% of 360,000 active. KKLEB NF-kB-GFP reporter, PAF-induced, GFP fluorescence overnight. AID 588850. inhibition, % at 5 µM;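 active = at least 50% inhibition at 5 µM, scaled per plate between neutral and stimulator controls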;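 note: PAF is a Pseudomonas aeruginosa culture filtrate used as stimulus; plate controls were PAF-stimulated DMSO wells for no effect and unstimulated DMSO wells for full effect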
LMP1 NFkB inh: Epstein-Barr LMP1 NF-kappaB reporter inhibition; 0.69% of 350,000 active; LMP1-induced NF-kappaB luciferase reporter cells, luminescence; inhibition, % at 12.5 µM; AID 504558; in the data active = inhibition above about 41%;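 note: 0% = neutral control wells and 100% = reference inhibitor control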
* = called active by the depositor; / = no result given. An excerpt (hit frequency here may not be typical).

SMILES	NCOA3 inh	NR5A2 inv ag	KKLEB tox	SRC1 inh	TRAIL sens C8	NR2F2 inh	TWEAK-Fn14 inh	TROY signal inh	Shn3 inh set2	CF NFkB inh	LMP1 NFkB inh
Cc1sc2nc(Cc3ccccc3)[nH]c(=O)c2c1-c1ccccc1	6	-6	4	4	7	-11	-10	8	5	-6	2
Cn1ncc(Cl)c1C(=O)Nc1sc2c(c1C(N)=O)CCC2	-10	-4	-18	15	2	-9	-12	12	-25	-2	-34
CCOC(=O)c1cc(C#N)c(SC)nc1-c1ccccc1	6	21	-12	-5	-3	-1	-12	6	9	10	5
NC(=O)NNc1ncc(C(F)(F)F)cc1Cl	16	-19	-10	-10	-8	-1	-1	-5	-6	1	-2
Cc1ccc(C2CC(c3ccc(Br)cc3)=NN2C(=O)CSC2=NN3CCCC(=O)N=C3S2)cc1 (stereo unspecified)	4	-13	6	6	-8	15	-4	-14	32	8	0
O=C(NCCCl)NNC(=O)c1cc2ccccc2cc1O	8	0	10	6	13	6	-14	-26	-26	-2	-3
O=C(CCn1ccnc1)Nc1nc2ccccc2[nH]1	-8	-9	2	-7	-12	14	-8	-3	9	-13	-7
COc1ccc(CC(=O)Nc2ccc(S(=O)(=O)N3CCCC3)cc2)cc1OC	4	14	-14	15	-25	4	0	4	13	32	4
CC(=O)Nc1sc(C)c(C)c1CN1CCN(Cc2ccccc2)CC1	22	3	4	10	9	3	20	-2	-2	-22	-33
COc1ccccc1NS(=O)(=O)c1cccc(C(=O)N2CCCC2)c1	17	3	-16	0	5	-5	-1	-3	-84	-16	-1
Cc1nnc(SCC(=O)NC23CC4CC(CC(C4)C2)C3)s1	13	-4	2	2	-6	-1	12	-11	-3	-12	-1
O=C1NC(=S)N(C(=O)c2ccc(F)cc2)/C1=C/c1cccnc1	5	12	0	5	18	-2	-10	5	/	37	/
CCCCCOc1ccc(CSC(=N)N)cc1[N+](=O)[O-]	-13	15	10	-21	6	-17	-3	-38	-46	-4	-109
Cn1/c(=N/NC(=O)c2ccccc2Br)sc2ccccc21	-60	-68	17	-81	10	-27	-23	-8	-74	-6	49*
Cc1ccc(C)c(NS(=O)(=O)c2c(C)nc3sccn3c2=O)c1	-12	5	-23	4	-7	-10	13	-4	-2	4	-14
CCOc1ccc(Cc2nnc(SCC(=O)Nc3ccc(OC)cc3)n(N)c2=O)cc1	-3	-17	6	-10	5	1	-2	-17	-10	-14	-12
Cn1nnnc1SCC(=O)Nc1cccc(S(=O)(=O)N2CCCC2)c1	29	13	-2	14	-1	1	5	-9	14	15	-5
Cc1onc(NC(=O)c2ccc(Cl)cc2Cl)c1Br	-31	-65	-1	-74	8	-13	-2	-35	-82	-4	-23
Cc1c(C(c2ccccc2)c2c(C)n(C)n(-c3ccccc3)c2=O)c(=O)n(-c2ccccc2)n1C	0	3	5	17	-8	-18	5	3	12	3	3
CC(=O)Oc1ccc(C(=O)[C@H]2[C@H]3C(=O)N(c4ccc(C)cc4C)C(=O)[C@H]3[C@@H]3C=CC=NN32)cc1	10	14	0	3	-11	0	3	5	-3	-15	1

4 entries from above, sorted by the value under TWEAK-Fn14 inh, high to low:
Molecule	TWEAK-Fn14 inh
Cc1c(C(c2ccccc2)c2c(C)n(C)n(-c3ccccc3)c2=O)c(=O)n(-c2ccccc2)n1C	5
CCOc1ccc(Cc2nnc(SCC(=O)Nc3ccc(OC)cc3)n(N)c2=O)cc1	-2
Cc1sc2nc(Cc3ccccc3)[nH]c(=O)c2c1-c1ccccc1	-10
Cn1/c(=N/NC(=O)c2ccccc2Br)sc2ccccc21	-23

(cont.)
SMILES	NCOA3 inh	NR5A2 inv ag	KKLEB tox	SRC1 inh	TRAIL sens C8	NR2F2 inh	TWEAK-Fn14 inh	TROY signal inh	Shn3 inh set2	CF NFkB inh	LMP1 NFkB inh
Nc1nc(Sc2ccc([N+](=O)[O-])cc2[N+](=O)[O-])n[nH]1	13	5	-18	-7	-3	-6	19	7	-15	3	-6
O=C1CSC(c2ccccc2O)N1Cc1ccccc1 (stereo unspecified)	-7	-12	7	-6	-13	4	4	6	-13	20	6
CCNC(=O)c1cc2c(c(-c3cccc(-c4ccccc4F)c3)n1)[C@@H](CCO)N(C(=O)CC1CC1)C2	/	11	/	/	11	-4	3	-10	/	/	/
Cc1cc(C)nc(SCc2ccc([N+](=O)[O-])cc2)n1	-16	7	12	-25	-17	0	-14	5	12	-5	-4
CCn1cc(CN2CCC(n3nccc3NC(=O)c3ccc(OC)cc3)CC2)cn1	13	4	5	0	2	-1	5	0	13	3	-1
CCOc1cc(NC(=O)c2ccco2)c(OCC)cc1NC(=O)COc1ccccc1C	4	-15	-26	-62	24	0	-3	5	50	21	-77
CN(CC(=O)Nn1cnnc1)S(=O)(=O)c1ccccc1	12	-17	-1	1	4	/	10	-10	-7	-6	2
O=C(Nc1ccc2c(c1)OCCO2)c1ccc(Br)s1	-82	-175	-14	-92	74*	-29	34	-36	-87	-15	-27
O=C(CC(=O)Nc1cccc(F)c1)Nc1cccc(F)c1	4	-18	-5	-12	-2	-16	0	-13	-6	9	-2
COc1ccc(-c2cc(CCCC(=O)N3CCN(c4ccc(OC)cc4)CC3)no2)cc1	-19	21	-4	-5	1	10	51*	24	17	1	9
COc1ccc(CCNC(=O)C2(C)CCC(=O)N2CCC(C)C)cc1OC (stereo unspecified)	-9	-5	-1	11	3	1	-15	5	1	2	10
COCCn1c(=NC(=O)c2sc3ccccc3c2Cl)sc2cc(S(N)(=O)=O)ccc21	4	-5	-46	12	7	4	-8	5	70	55*	7
Nc1nc(=O)n(C2OC(CO)C(O)C2O)cc1F (stereo unspecified)	40	18	-13	48	2	-5	-35	26	76	1	/
Cc1c(Br)cc(C(=O)NCc2ccco2)c(C)c1C	-5	-4	1	-17	1	15	16	1	-4	-18	-2
Cc1ccc(NC(=O)COC(=O)c2ccc(Cl)nc2)cc1S(=O)(=O)N1CCCCC1	-3	6	-5	-15	-6	4	-4	9	-3	17	-2
O=C(COC(=O)C(O)C(O)C(=O)OCC(=O)c1ccc(C(F)(F)F)cc1)c1ccc(C(F)(F)F)cc1 (stereo unspecified)	22	-19	-14	-56	-14	23	6	11	8	16	-2
Nc1c(C(=O)Nc2ccccc2)sc2nc3c(c(-c4ccco4)c12)CCCC3	-58	-50	-34	-72	8	0	-3	-45	11	51*	-4
COC(=O)c1ccc(OC(=O)c2ccncc2)cc1O	-5	-5	-10	-5	0	22	12	4	-8	6	-26
CCCc1nnc2c(N(C)S(=O)(=O)c3ccccc3)nc3ccccc3n12	15	8	-7	-11	-1	18	1	1	-11	-5	-10
CCOc1cc(NC(=S)NCC2CCCO2)c(OCC)cc1NC(=O)C1CC1 (stereo unspecified)	6	11	6	1	-1	13	-5	-2	-9	-14	-5

Printed as active in TWEAK-Fn14 inh, among the entries above:
molecule	NCOA3 inh	NR5A2 inv ag	SRC1 inh	NR2F2 inh	TWEAK-Fn14 inh	Shn3 inh set2	CF NFkB inh	LMP1 NFkB inh
COc1ccc(-c2cc(CCCC(=O)N3CCN(c4ccc(OC)cc4)CC3)no2)cc1	-19	21	-5	10	51*	17	1	9

Part of the list above in order of formula weight, lowest first:
SMILES	NCOA3 inh	NR5A2 inv ag	KKLEB tox	SRC1 inh	TRAIL sens C8	NR2F2 inh	TWEAK-Fn14 inh	TROY signal inh	Shn3 inh set2	CF NFkB inh	LMP1 NFkB inh
Nc1nc(Sc2ccc([N+](=O)[O-])cc2[N+](=O)[O-])n[nH]1	13	5	-18	-7	-3	-6	19	7	-15	3	-6
CCn1cc(CN2CCC(n3nccc3NC(=O)c3ccc(OC)cc3)CC2)cn1	13	4	5	0	2	-1	5	0	13	3	-1
COc1ccc(-c2cc(CCCC(=O)N3CCN(c4ccc(OC)cc4)CC3)no2)cc1	-19	21	-4	-5	1	10	51*	24	17	1	9

Other records:
SMILES	NCOA3 inh	NR5A2 inv ag	KKLEB tox	SRC1 inh	TRAIL sens C8	NR2F2 inh	TWEAK-Fn14 inh	TROY signal inh	Shn3 inh set2	CF NFkB inh	LMP1 NFkB inh
COc1ccc(CNC(=O)c2ccc(Cn3nc(C)cc3C)o2)cc1	-3	-20	1	-12	1	6	0	1	10	7	11
Cc1ccccc1C1CCCN(Cc2nc(CC3CC3)no2)C1 (stereo unspecified)	-28	-14	1	2	-3	4	0	10	-4	1	-2
Cc1cccc(C(=O)OC(C)C(=O)Nc2ccc(S(=O)(=O)Nc3ncccn3)cc2)c1C (stereo unspecified)	3	-5	12	-2	1	-9	4	-11	-6	-6	-7
c1ccc(CSc2ccc(-c3cccnc3)nn2)nc1	-36	-42	3	-57	-15	-6	1	-12	-3	1	-5
Cc1nnc(SCC(=O)c2c(N)n(C)c(=O)n(C)c2=O)[nH]c1=O	-16	14	14	-2	-8	8	10	16	-1	-7	0
CC(C)C(C(=O)OCC(=O)c1ccccc1)N1C(=O)C2C3C=CC(C3)C2C1=O (stereo unspecified)	19	5	-9	12	-5	-2	8	11	17	5	-6
Cc1nn(-c2ccc(N3CCCCC3)nn2)c(C)c1CCC(=O)Nc1ccc(F)c(F)c1	-78	-114	19	-73	13	-31	7	-39	-60	9	-20
Cc1ccc2cc(CN(Cc3ccco3)C(=O)c3ccccc3)c(=O)[nH]c2c1C	7	-5	-8	8	-2	-10	-11	-14	20	8	4
O=C(CN1CCN(Cc2ccc(Cl)cc2)CC1)N/N=C/c1ccccc1F	2	-10	12	0	3	-2	-2	-14	-4	5	5
CCCOc1ccc(N2C(=O)CC(N(Cc3ccco3)C(C)=O)C2=O)cc1 (stereo unspecified)	-1	-3	-13	-47	-11	17	5	6	-10	6	0
COc1ccc(N(Cc2cc3ccc(C)cc3[nH]c2=O)C(=O)c2ccco2)cc1	7	0	0	-4	-9	2	2	2	7	0	12
CCOC(=O)c1cccc(NC(=O)C2CCCN(S(=O)(=O)c3c(C)nn(C)c3C)C2)c1 (stereo unspecified)	4	-5	-1	4	3	33	7	7	39	3	5
